P. falciparum M1AAP: P. falciparum M1AAP inhibitors, biochemical, fluorogenic H-Leu-NHMec substrate, 1536-well (AID 1445); recombinant M1AAP, H-Leu-NHMec fluorogenic kinetic assay; higher % means a stronger effect; one-dose inhibition, % at 30 µM; IC50 in µM for titrated hits; 220,000 tested, 0.42% active;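 active = primary inhibition above the hit cutoff, then over 50% inhibition at one or more dose response concentrations, cut at about 23% in these data, passing the limit was not always enough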;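 note: plate controls were DMSO full reaction for no effect and no enzyme background for full effect; strong numbers were not always called active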
Dynein transport: blocks dynein driven cargo transport along microtubules | z-score, hits read low | 220,000 tested, 0.47% active | 3617.4 mouse cells, GR-EGFP nuclear translocation imaging; test concentration mostly 20 µM; stimulated with dexamethasone, 1 µM; stronger effect = lower value | AID 1381;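 active = plate z-score of nuclear minus cytoplasmic receptor signal below a set negative limit, without overly bright fluorescence or cell loss, cut at about -3.5 in these data, passing the limit was not always enough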;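 note: z-score of nuclear minus cytoplasmic ring GR-EGFP intensity difference per well; some compounds called inactive have numbers as strong as hits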
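Buffer or medium: tet-free, stripped-serum medium; Also added: dexamethasone, 1.0 µM final; Technique: high-content fluorescence imaging after fixation; Times: 48 h induction, 1 h compound, 30 min dex at 37 °C; Read-out: per-cell GR-EGFP intensity, nucleus versus surrounding cytoplasmic ring, well-averaged.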
MT stabilize HCS: stabilizes microtubules in HeLa cells; HeLa tubulin immunostaining HCS, 24 h; share of cells brighter than vehicle mean+2SD; % tubulin-high responders, % at 10 µM; 200,000 tested, 0.83% active;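 active = plate Z-score above 3 for both tubulin-high and condensed-nucleus cell shares, with cell loss under 80%, at 10 µM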;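 note: anti alpha tubulin signal scored within the nucleus-defined area of each cell; some results filed as inactive read as strong as hits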
T cell HTS: modulates CD8 T cell binding to vesicles. 330,000 tested, 0.068% active. 2C CD8+ T cell-vesicle binding, flow cytometry; stronger effect = lower value. calls only at 7 µM;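 active = response, share of CD8 T cells binding vesicles, and their 90th percentile fluorescence all below set limits, cut at about 80% in these data, passing the limit was not always enough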
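Read-out – percent CD8+ FL2 mean versus row control · System – murine 2C transgenic CD8+ T lymphocytes · Times – 1.5 h cell–vesicle binding at 37 °C, then 20 min icy labelling · Control set – naked vesicles low, QL9 vesicles with vehicle high · Detection – cytometric PE anti-B7-1 and Alexa647 anti-CD8 signals after 1% paraformaldehyde fixation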
bCat nuc transl: modulators of beta-catenin nuclear translocation. HeLa beta-catenin nuclear translocation, immunofluorescence imaging. nuclear translocation activity, % at 5 µM. 190,000 tested, 0.3% active;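 active = nuclear translocation activity above 50% at 5 µM, with a well cell count of 50 or more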;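 note: per-cell ratio of nuclear to cytoplasmic median beta-catenin stain intensity; plate controls were DMSO negative control for no effect and GSK-3 inhibitor IX positive control for full effect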
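Assay system: human HeLa cells, native beta-catenin; doses: 5 µM primary, 0.02–20 µM confirmation; incubation: compound treatment 24 h, 37°C, 5% CO2; technique: fluorescence imaging of beta-catenin antibody stain plus DAPI; measure: % activation, nuclear-to-cytoplasmic median beta-catenin signal ratio per cell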
Yfh1-depleted yeast: enhancers of respiration in Yfh1-depleted yeast, dose response, Friedreich's ataxia, plus single-dose screen (AID 1465); 220,000 tested, 0.074% active; fold induction at 50 µM, or EC50 in µM where a hit was titrated; S. cerevisiae Yfh1-off respiration, WST-1 reduction, 72 h; higher fold induction means a stronger effect;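 active = fold induction of absorbance versus untreated yeast above a set limit, then at least 30% activation at any dose in follow-up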;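 note: activators that raise dye reduction in frataxin-depleted yeast; strong numbers were not always called active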
Autophagy mod: autophagy modulation, high-content screen. MEF GFP-LC3 puncta imaging; test concentration mostly 10 µM. calls only at 10 µM (by protocol). 190,000 tested, 0.98% active. AID 463193;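 active = percentage of spot-positive cells more than 3 SD above its plate mean, without a fluorescence outlier flag or 80% toxicity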;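 note: spot-positive cell cutoff set from DMSO-treated cells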
M17LAP inhibition: P. falciparum M17LAP inhibitors, primary screen, biochemical, fluorogenic H-Leu-NHMec substrate, 1536-well (AID 1619); recombinant M17LAP, H-Leu-NHMec fluorogenic kinetic assay; higher % means a stronger effect; one-dose inhibition, % at 30 µM; IC50 in µM for titrated hits; 220,000 tested, 0.38% active;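 active = compound inhibiting the enzyme by more than half at any dose during confirmatory dose-response retesting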;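 note: plate controls were full reaction with DMSO carrier for no effect and no enzyme background for full effect; strong numbers were not always called active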
WT yeast gro inh: growth inhibition of WT yeast, mitochondrial fusion screen; 190,000 tested, 2.1% active; mitochondrial fusion phenotypic screen, WT strain; AID 1362; inhibition, % at 10 µM; in the data active = inhibition above about 58%; tested in S. cerevisiae
WT yeast gro inh mutant strain: recorded beside WT yeast gro inh, whose call it bears; inhibition, %; mitochondrial fusion phenotypic screen, mutant strain inhibition
Dynein transport cytoplasmic EGFP: recorded beside Dynein transport, whose call it bears; z-score; measured here: cytoplasmic GR-EGFP intensity; stronger effect = higher value
Dynein transport nuclear GR-EGFP: also measured in Dynein transport; calls as there; z-score; measured here: nuclear GR-EGFP intensity;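 lower value marks the stronger effect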
Dynein transport cell count: second read-out of Dynein transport, no call of its own (marks repeat the call); z-score; measured here: cell count per field
bCat nuc transl cell count 5 µM: recorded beside bCat nuc transl, whose call it bears; cell count; measured here: cell count, cytotoxicity flag
T cell HTS vesicle-bound %: recorded beside T cell HTS, whose call it bears; double positive events, %; measured here: CD8+ vesicle-bound cell fraction;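 binding gate set so that unloaded-vesicle control wells show 10% double positive cells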
MT stabilize HCS Hoechst-high %: second read-out of MT stabilize HCS, no call of its own (marks repeat the call); % Hoechst-high responders; measured here: nuclear condensation Hoechst responders;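 share of cells brighter than vehicle mean plus two SD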
MT stabilize HCS cytotoxicity %: further read-out of MT stabilize HCS, marked with its call; toxicity, %; measured here: cytotoxicity by cell density;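 0% = mean cell density of plate MIN control wells and 100% = no cells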
Autophagy mod cell loss 18 h: further read-out of Autophagy mod, marked with its call; toxicity, %; measured here: cell loss, nuclei count;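 cell loss after 18 h compound exposure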
Active calls of the source: *; i = inactive; nt = no result given; + = active, no number. Compounds as they come; overall some 4.4% were active at least once.

SMILES	P. falciparum M1AAP	Dynein transport	Dynein transport cytoplasmic EGFP	Dynein transport nuclear GR-EGFP	Dynein transport cell count	MT stabilize HCS	MT stabilize HCS Hoechst-high %	MT stabilize HCS cytotoxicity %	T cell HTS	T cell HTS vesicle-bound %	bCat nuc transl	bCat nuc transl cell count 5 µM	Yfh1-depleted yeast	Autophagy mod	Autophagy mod cell loss 18 h	M17LAP inhibition	WT yeast gro inh	WT yeast gro inh mutant strain
Cc1nn(CC(=O)Nc2ccccn2)c(C)c1Br	9%	-0.37	-0.24	-0.55	1.5	2.3	3.8	5.3	i	30	3.9	880	i	i	-4	4%	-11	-7
Cc1cc(C)c(S(=O)(=O)N2CCCOC2CNC(=O)C(=O)NCc2ccncc2)c(C)c1 (stereo unspecified)	-1%	-0.35	-0.3	-0.54	0.59	1.4	3.2	2.1	i	52	-0.8	967	i	i	-12	12%	-11	-5
CC(=O)Nc1ccc(NC(=O)Nc2ccc(C)cc2C)cc1	0%	-0.41	-0.35	-0.73	0.53	4.9	1.0	7.7	i	51	0.5	1491	i	i	23	9%	3	-16
C=C(C)Cn1c(SCC(=O)N/N=C/c2c(O)ccc3ccccc23)nc2ccccc2c1=O	-3%	-0.45	-0.32	-0.41	0.51	8.8	4.3	18	i	9	0.7	911	i	i	-17	-10%	-31	-6
O=C(N/N=C\c1cn(-c2ccccc2)nc1-c1ccccc1)c1ccc(Br)o1	11%	-0.25	-0.2	-0.52	-0.065	3.4	0.8	4.6	i	38	3.1	1326	nt	i	1	-4%	0	7
O=C(OCc1ccccc1)c1cccnc1Cl	-2%	-0.1	-0.11	-0.021	-1.4	2.0	2.5	4.9	i	12	-3.5	1134	i	i	-5	13%	-12	-26
C=CCn1c(SCC(N)=O)nnc1-c1ccccc1O	-3%	-1.1	-0.31	-0.42	0.91	4.6	3.2	8.8	i	13	0.2	1181	i	i	9	-5%	0	10
CCOC(=O)CCc1c(C)nc(SCC(=O)O)c(C#N)c1C	1%	-0.7	-0.29	-0.077	0.56	4.3	3.1	9.8	i	34	-7.4	1021	i	i	10	6%	-4	8
COc1ccc(C(=O)NN2CC(O)=C(c3nc4ccccc4n3C)C2=N)cc1OC	0%	0.19	-0.24	0.38	-0.8	3.9	3.3	8.8	i	14	-2.2	1134	i	i	4	-2%	2	15
COc1ccccc1Cn1c(=O)c2ccccc2n2c(SCC(=O)N3CCCCC3)nnc12	0%	-0.34	-0.31	-0.27	0.83	3.7	3.0	6.3	i	22	-3.3	1177	i	i	62	-1%	-1	-6
O=C(O)Cc1ccc(NC(=O)Nc2cccc(Cl)c2)cc1	3%	1.5	-0.26	0.85	-1	3.2	2.1	11	i	39	-3.0	1030	i	i	-17	1.7µM*	-4	-14
COc1ccc(NC(=O)CSc2nnc(CNC(=O)c3ccco3)n2-c2ccccc2OC)cc1	-1%	3.4	0.066	3.5	-2.3	2.7	2.0	3.9	i	32	nt	nt	nt	i	-4	18%	12	3
COc1ccc([N+](=O)[O-])cc1NC(=O)COC(=O)c1ccccc1C(=O)c1ccccc1	9%	-0.7	-0.29	-0.66	0.82	2.8	2.7	6.3	i	47	2.3	562	i	i	-23	-4%	1	-32
Cn1ncc2c(=O)n(/N=C/c3ccccc3)cnc21	0%	1.4	-0.23	0.72	-0.49	3.3	3.8	6.6	i	47	nt	nt	i	i	-6	12%	-1	-14
COc1ccc(OC)c(C2CC(=O)c3c([nH]c(C(=O)OC(C)C)c3C)C2)c1 (stereo unspecified)	14%	0.017	-0.23	0.24	0.16	8.1	53	39	i	34	nt	nt	i	+	55*	-5%	9	-12
CC(C)CCn1c(=O)c2ccccc2c2ccccc2c1=O	-4%	0.22	-0.3	0.16	0.017	1.3	1.5	9.5	i	52	-14	1032	i	i	-8	8%	59*	34*
O/N=C1\CCc2cc(Cl)ccc21	4%	-0.63	-0.1	0.21	0.037	3.7	1.7	0.2	i	47	-7.0	897	i	i	9	1%	4	6
CCc1cc2c(CN3CCN(CC)CC3)cc(=O)oc2cc1O	-2%	1.6	-0.34	1.1	-0.54	9.3	1.6	15	i	42	-7.3	1251	i	i	-5	i	10	16
O=C1NC(=S)N/C1=C/c1cccc([N+](=O)[O-])c1	2%	0.82	-0.2	0.43	-0.42	2.8	1.7	2.5	i	38	-0.1	1052	i	i	3	1%	8	2
CC(=O)Nc1ccc(NC(=O)C/C(C)=N/NC(N)=S)cc1	2%	-0.42	-0.34	-0.3	0.71	2.5	2.9	8.7	i	31	-5.2	1098	i	i	2	7%	-7	-11
Cc1ccc(S(=O)(=O)NC(N)=NCCc2ccc(Cl)cc2)cc1C	-2%	-0.14	-0.17	0.6	-1.1	2.6	2.9	1.8	i	45	0.5	902	i	i	5	11%	-6	-1
CCC(C)NCC(=O)Nc1ccc(S(N)(=O)=O)cc1 (stereo unspecified)	8%	-0.56	-0.29	0.015	1.2	nt	nt	nt	i	62	-0.5	1037	i	i	12	-12%	-22	-11
COc1c(C)cc(Br)cc1C(=O)NCc1cccnc1	4%	2.1	-0.13	1.5	-1.2	2.3	1.3	8.0	i	43	2.5	1223	i	i	-7	6%	-6	15
CS(=O)(=O)N1CCN(c2ccccc2NC(=O)c2ccc([N+](=O)[O-])o2)CC1	0%	-0.27	-0.25	-0.055	0.12	3.7	2.5	4.3	i	31	-2.6	1052	i	i	39	-6%	1	0

Only Dynein transport cytoplasmic EGFP, for some of the entries so far:
Molecule	Dynein transport cytoplasmic EGFP
CCOC(=O)CCc1c(C)nc(SCC(=O)O)c(C#N)c1C	-0.29
COc1ccc(NC(=O)CSc2nnc(CNC(=O)c3ccco3)n2-c2ccccc2OC)cc1	0.066

More compounds follow.
SMILES	P. falciparum M1AAP	Dynein transport	Dynein transport cytoplasmic EGFP	Dynein transport nuclear GR-EGFP	Dynein transport cell count	MT stabilize HCS	MT stabilize HCS Hoechst-high %	MT stabilize HCS cytotoxicity %	T cell HTS	T cell HTS vesicle-bound %	bCat nuc transl	bCat nuc transl cell count 5 µM	Yfh1-depleted yeast	Autophagy mod	Autophagy mod cell loss 18 h	M17LAP inhibition	WT yeast gro inh	WT yeast gro inh mutant strain
CC1CC(C)CN(C/C=C/c2ccccc2[N+](=O)[O-])C1 (stereo unspecified)	0%	-0.42	-0.069	0.49	0.81	3.2	2.6	9.6	i	9	-1.5	1447	i	i	-35	8%	-2	2
CC(C)(C)NC(=O)CN(Cc1cccs1)C(=O)CNS(=O)(=O)c1ccccc1	0%	1.8	0.42	1.9	-1.5	1.8	1.7	5.8	i	17	1.5	1210	i	i	1	2%	5	4
COc1c([N+](=O)[O-])c(=O)n(-c2ccccc2)c2ccccc12	6%	3.5	0.0012	2.1	-1.9	5.0	2.9	10.0	i	12	nt	nt	i	i	-6	-102%	-3	-14
COc1ccc(OCc2nc3c4cc(OC)c(OC)cc4nc(=S)n3[nH]2)cc1	-1%	-0.22	-0.26	0.26	0.3	4.2	2.0	5.2	i	56	-0.8	1117	i	i	2	35%	4	-9
O=C(Nc1ccccc1Cl)c1c(F)c(F)c(F)c(F)c1F	nt	0.64	-0.22	0.35	-0.31	1.7	0.4	23	i	42	nt	nt	i	i	2	nt	nt	nt
O=C1N=C(N2CCOCC2)S/C1=C1\C(=O)N(Cc2ccccc2)c2ccccc21	1%	-1.4	-0.25	-0.036	0.91	2.6	2.8	4.4	i	54	nt	nt	i	i	-10	-6%	-7	-2
Cc1ccc(-c2nnc(N3CCN(C(=O)COc4ccccc4)CC3)c3ccccc23)cc1	14%	0.62	0.63	0.48	0.026	1.0	0.7	11	i	36	nt	nt	i	i	9	4%	54	23
Cc1c(Cc2ccccc2)sc(NC(=O)c2ccco2)c1C(N)=O	2%	-0.57	-0.22	-0.93	1.6	2.9	1.3	1.0	i	11	-3.3	560	i	i	-6	-6%	79	83
CC(=O)NC1CSCC1OC(C)=O (stereo unspecified)	-4%	-0.44	-0.24	-0.028	-0.1	4.1	2.5	0.3	i	53	-6.8	939	i	i	-9	3%	-10	1
CCOc1ccc(-c2cnc3ccccc3n2)cc1	1%	-1.3	-0.25	-0.66	1.4	nt	nt	nt	i	21	0.5	1291	i	nt	nt	4%	nt	nt
CCOC(=O)Nc1ccc2c(CN3C(=O)NC4(CCCC4)C3=O)cc(=O)oc2c1	5%	0.58	-0.14	0.6	-0.61	2.3	1.4	5.4	nt	nt	-2.3	1170	i	i	2	-227%	-3	-6
O=C(NNC(=O)C1CC2CCC1C2)c1ccccc1 (stereo unspecified)	4%	-0.14	-0.28	0.21	0.47	3.4	3.2	10	i	38	0.4	1160	i	i	-5	18%	6	13
CS(=O)(=O)c1ccc2nc(NC(=O)CCN3C(=O)c4ccccc4C3=O)sc2c1	8%	0.95	-0.14	0.88	-0.2	2.5	2.0	2.5	i	52	2.0	940	i	i	9	5%	-4	6
CC(C)CCNC(=O)CSc1nc2ccsc2c(=O)n1NC(=O)c1ccccc1	87µM*	-0.6	-0.24	-0.19	-0.43	1.9	0.8	2.4	i	46	-4.1	870	i	i	3	7%	-1	5

Screens from PubChem.
